# M5 ag – agonists of human muscarinic M5 receptor (CHRM5); P08912; hit rate 0.19% among 360,000; activation, % at 3 µM; AID 624037; CHO-K1 hM5 cells, Fluo-8 calcium fluorescence; 0% DMSO wells, 100% maximal acetylcholine response;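 active = activation above the run's mean over test compounds plus 3 SD, cut at about 23% in these data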;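 also: signal is peak over basal fluorescence ratio across the kinetic read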
# CHRM5 PAM – positive allosteric modulators of human muscarinic M5 receptor. P08912. CHO-K1 hM5, Fluo-8 calcium, ACh EC20 PAM; 0% = ACh EC20, 100% = ACh EC100. activation, % at 3 µM. hit rate 0.3% among 360,000;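 active = activation above the run cutoff, the mean activation of all test compounds plus 3 SD, cut at about 18% in these data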
#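 Measured by: Fluo-8 calcium fluorescence; material: human M5 receptor in CHO-K1 cells; schedule: Post-acetylcholine fluorescence recording 140 s; benchmarks: low control EC20 acetylcholine (0%), high control EC100 acetylcholine (100%); read-out: Max/basal fluorescence ratio as % of EC20–EC100 ACh window; compound: single dose, 3 µM nominal final test concentration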
# M4 PAM – potentiates acetylcholine response at human M4 receptor; hit rate 0.4% among 360,000; activation, % at 3 µM; CHO-K1 hM4/Gqi5, Fluo-8 calcium fluorescence, ACh EC20; 0% = ACh EC20, 100% = maximal ACh;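 active = activation above its plate's cutoff, the mean activation of sample wells plus 3 SD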; also: some results filed as inactive read as strong as hits
# M4 antag – CHRM4 antagonism in calcium assay. CHO-hM4 cells, ACh EC80, Fluo-8 calcium fluorescence. inhibition, % at 3 µM. hit rate 0.73% among 360,000;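 active = inhibition above its plate's cutoff, the mean inhibition of sample wells plus 3 SD, cut at about 27% in these data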;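 also: 0% = acetylcholine EC80 with DMSO and 100% = DMSO without agonist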
# IDE inh – inhibitors of human insulin-degrading enzyme in cells; inhibition, % at 5.59 µM; hit rate 0.41% among 320,000; HEK cells, FAbetaB cleavage, fluorescence polarization; P14735;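 active = percent inhibition above the average of all tested compounds plus 3 SD, set per screening campaign, cut at about 16% in these data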;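 also: IDE supplied by intact live HEK cells; FP after avidin binding of uncleaved biotin substrate so inhibition keeps polarization high; 0% = DMSO wells and 100% = 60 µM reference IDE inhibitor Ii1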
# Target sequence (P14735 whole entry, looked up): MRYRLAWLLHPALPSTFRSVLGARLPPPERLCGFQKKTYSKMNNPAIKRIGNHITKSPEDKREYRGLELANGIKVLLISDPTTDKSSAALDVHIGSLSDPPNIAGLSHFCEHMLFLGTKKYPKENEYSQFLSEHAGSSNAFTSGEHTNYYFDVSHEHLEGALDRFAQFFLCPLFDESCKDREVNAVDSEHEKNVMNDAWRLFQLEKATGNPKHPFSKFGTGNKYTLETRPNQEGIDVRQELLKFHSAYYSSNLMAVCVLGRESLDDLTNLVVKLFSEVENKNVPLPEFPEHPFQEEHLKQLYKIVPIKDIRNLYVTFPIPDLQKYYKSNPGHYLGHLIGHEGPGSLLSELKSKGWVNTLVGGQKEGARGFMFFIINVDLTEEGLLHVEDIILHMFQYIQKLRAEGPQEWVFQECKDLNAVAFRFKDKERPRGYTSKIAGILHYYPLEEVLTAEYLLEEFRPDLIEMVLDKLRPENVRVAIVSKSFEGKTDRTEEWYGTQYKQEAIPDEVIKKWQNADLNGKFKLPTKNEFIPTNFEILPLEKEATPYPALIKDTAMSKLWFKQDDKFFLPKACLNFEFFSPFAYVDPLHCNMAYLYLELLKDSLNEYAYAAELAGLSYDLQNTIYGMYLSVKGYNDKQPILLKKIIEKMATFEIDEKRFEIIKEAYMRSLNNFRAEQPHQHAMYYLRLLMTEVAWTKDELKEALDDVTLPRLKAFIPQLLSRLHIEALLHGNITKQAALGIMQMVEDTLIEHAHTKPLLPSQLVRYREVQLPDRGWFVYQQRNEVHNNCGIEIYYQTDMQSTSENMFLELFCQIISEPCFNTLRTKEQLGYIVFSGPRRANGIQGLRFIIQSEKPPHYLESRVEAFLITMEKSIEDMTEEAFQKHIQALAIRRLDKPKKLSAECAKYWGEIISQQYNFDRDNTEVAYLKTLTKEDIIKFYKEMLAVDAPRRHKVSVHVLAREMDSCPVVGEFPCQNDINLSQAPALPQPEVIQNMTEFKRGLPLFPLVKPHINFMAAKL
# CRFBP-R2 block – antagonists of CRF-binding protein/CRF-R2 receptor complex; HEK293 CRF-R2/CRF-BP, CRF-induced calcium fluorescence; inhibition, % at 11.8 µM; hit rate 0.59% among 350,000;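 active = inhibition of the ligand-induced calcium signal above about 50% at the single tested concentration, limit read from the data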
# CHRM4 agonist – agonists of human muscarinic M4 receptor (CHRM4); CHO-K1 hM4/Gqi5, Fluo-8 calcium fluorescence; vehicle 0%, full acetylcholine response 100%; activation, % at 3 µM; hit rate 0.14% among 360,000;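 active = activation above the run mean over all test wells plus 3 SD, cut at about 32% in these data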;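 also: peak over basal fluorescence ratio per well then scaled between controls; 0% = DMSO wells and 100% = acetylcholine at EC100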
# CRFBP-R2 agonist – CRF-BP/CRF-R2 complex agonism. activation, % at 13.2 µM. HEK293 CRF-R2/CRF-BP, calcium dye fluorescence (FLIPR); percent of saturating CRF peptide response. AID 588473. hit rate 0.46% among 350,000;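 active = activation of at least 50%, plus an integration ratio under a set limit after plate pattern correction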;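 also: plate controls were neutral control wells without compound for no effect and CRF at EC100 for full effect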
# CHRM5 antagonist – antagonists of human muscarinic M5 receptor (CHRM5). P08912. CHO-hM5 cells, Fluo-8 calcium fluorescence, ACh EC80. inhibition, % at 3 µM. hit rate 0.59% among 360,000;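 active = inhibition above a per-plate cutoff, the mean of that plate's test compounds plus 3 SD, cut at about 27% in these data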;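 also: 0% = acetylcholine EC80 with DMSO and 100% = DMSO without agonist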
# * = called active by the depositor; nt = no result given.
SMILES,M5 ag,CHRM5 PAM,M4 PAM,M4 antag,IDE inh,CRFBP-R2 block,CHRM4 agonist,CRFBP-R2 agonist,CHRM5 antagonist
CCOC(=O)C1=C(Nc2ccc(Br)cc2)CC(C)(O)C(C(=O)OCC)C1c1ccccc1 (stereo unspecified),-8,7,-1,-4,4,-8,1,-1.7,-7
CN(C)S(=O)(=O)c1cccc(NC(=O)COc2ccccc2C(=O)Nc2ccccc2)c1,1,-3,-5,-4,nt,-10,9,1.0,12
COc1ccc(NC(=O)CN(C)C(=O)c2cc(-c3ccc(Cl)cc3)nc3ccccc23)cc1,1,-15,-8,14,-1,-1,18,0.2,14
COc1ccc(/C=C2\Oc3ccccc3C2=O)cc1,0,8,6,-6,6,-8,2,-2.0,10
COc1ccc(CC2CCOC2=O)cc1 (stereo unspecified),-1,-3,-6,7,3,-4,1,-2.1,-4
Cn1nc(C(=O)NNC(=O)CCOc2ccc(C(C)(C)C)cc2)c2ccccc2c1=O,-1,2,7,-1,-1,-5,9,-0.8,7
COc1ccc(-c2n(CC(=O)OC3CC(C)CCC3C(C)C)c3ccccc3[n+]2C)cc1 (stereo unspecified),-7,-18,-15,22,nt,-32,4,5.2,40*
CC(C)(C)C1c2[nH]c3ccccc3c2CCN1CCCn1cccn1 (stereo unspecified),-5,-5,1,-12,0,-22,0,0.1,15
Cc1c(N2C(=O)CSC2=S)c(=O)n(-c2ccccc2)n1C,-1,2,2,-1,0,-6,1,0.1,-7
CCOC(=O)N1CCN(C(=O)Cn2ccc3c(OC)cccc3c2=O)CC1,0,3,13,-15,4,-5,0,-1.9,4
Cc1cccc(Nc2ncnc3ccc(Br)cc23)c1,-2,5,5,1,4,-17,0,-1.4,-4
COc1ccccc1NC(=O)Cn1c(=O)oc2cc(S(=O)(=O)N3CCCC3)ccc21,1,0,3,2,2,11,1,-0.2,0
COC(=O)Nc1c(C)nn(Cc2ccccc2C)c1C,1,1,4,4,-4,8,0,1.8,2
O=C(Nc1ccc(S(=O)(=O)N2CCCC2)cc1Cl)C1=COCCO1,1,4,7,-5,3,5,1,-0.1,-6
Cc1[nH]n(C(N)=S)c(=O)c1N=Nc1ccccc1C(F)(F)F,2,-8,-8,-3,-2,14,3,0.7,4
CCCn1nc(C(=O)NNC(=O)c2ccc(OC(F)F)cc2)c2ccccc2c1=O,4,-3,3,-6,4,17,-2,0.2,-3
Cc1noc(C)c1COc1cccc(C(=O)NC(C)(C)C)c1,3,10,13,-7,0,-4,0,-2.3,8
CC(=O)NNC(=S)NC(=O)C(c1ccccc1)c1ccccc1,6,9,5,4,9,-24,16,19,-4
O=C(COC(=O)C12CC3CC(CC(C3)C1)C2)Nc1nccs1,-1,3,6,-13,-2,-8,0,5.9,8
CC(C)(C)NC(=O)Cn1nnc(-c2ccc(Cl)cc2)n1,3,-1,3,-4,-3,1,1,-0.3,-4
COc1cc(OC)cc(-c2nnc(SCC(=O)Nc3cccc(C(=O)O)c3)s2)c1,3,5,11,-5,2,24,1,-4.4,0
Cc1nc2sccn2c(=O)c1S(=O)(=O)Nc1cccc(Cl)c1C,-2,-8,-6,-10,-1,-25,5,57*,3
O=C(C[C@@H]1C/C=C\C[C@H](NC(=O)OCC2c3ccccc3-c3ccccc32)C(=O)OC[C@@H]2CCCN2C1=O)NCCO,1,-11,6,1,1,0,2,-1.2,7
O=C(CSc1nnc(NC(=O)c2ccco2)s1)Nc1ccc(F)cc1,4,8,-1,-12,0,-12,0,-1.2,-8
Nn1c(SCC(=O)Nc2ccc3c(c2)OCO3)nnc1C1CCCCC1,-3,-2,3,-16,4,22,1,-1.3,1
COCCOC(=O)C1=C(N)OC2=C(C(=O)CC(C)(C)C2)C1c1cccnc1 (stereo unspecified),-1,-4,-3,-3,7,-35,0,0.3,-7
Clc1ccc2nc(CSc3ccccc3)cn2c1,-7,1,1,-3,-1,12,0,-0.1,0
Cc1nn(C)cc1CN(C)C(=O)c1nn2c(c1Cl)NC(c1cccs1)CC2C(F)(F)F (stereo unspecified),1,6,6,4,-4,-11,2,1.8,-3
COc1ccccc1-c1nn2c(-c3ccco3)nnc2s1,-1,-4,0,4,2,39,5,-1.2,8
Cc1ccc(C)c(NC(=S)NCc2ccc3c(c2)OCO3)c1,-9,4,-8,2,1,29,0,-1.3,-2

# One compound at a time, from the list above:
# COc1ccccc1-c1nn2c(-c3ccco3)nnc2s1 as listed: M5 ag = -1; CHRM5 PAM = -4; M4 PAM = 0; M4 antag = 4; IDE inh = 2; CRFBP-R2 block = 39; CHRM4 agonist = 5; CRFBP-R2 agonist = -1.2; CHRM5 antagonist = 8
# CCCn1nc(C(=O)NNC(=O)c2ccc(OC(F)F)cc2)c2ccccc2c1=O as listed: M5 ag = 4; CHRM5 PAM = -3; M4 PAM = 3; M4 antag = -6; IDE inh = 4; CRFBP-R2 block = 17; CHRM4 agonist = -2; CRFBP-R2 agonist = 0.2; CHRM5 antagonist = -3

# The list goes on.
SMILES,M5 ag,CHRM5 PAM,M4 PAM,M4 antag,IDE inh,CRFBP-R2 block,CHRM4 agonist,CRFBP-R2 agonist,CHRM5 antagonist
COc1ccc(CCNC(=O)c2c(C)nn(CC(C)C)c2Cl)cc1OC,-1,2,4,6,nt,-1,1,-1.2,7
COc1cc2cnc(-c3cccnc3)cc2cc1OC,-2,4,-1,-6,0,-8,1,3.2,21
Cc1c(NC(=O)c2ccc3c(c2)C(=O)N(CC2CCCO2)C3=O)cccc1C(=O)O (stereo unspecified),1,4,20,-15,2,-5,1,-0.1,-3
CCC(C)c1ccc(NC(=O)N2CCN(C(=O)C3CCCO3)CC2)cc1 (stereo unspecified),0,0,4,-6,4,0,1,-0.9,-4
COc1cc(Cl)nn(-c2ccccc2)c1=O,1,5,9,8,5,0,1,0.3,-1
CCOC(=O)C1(Cc2cccc(Cl)c2)CCCN(C(=O)CCN2CCCC2=O)C1 (stereo unspecified),-4,0,-1,7,1,nt,1,nt,5
O=C(NP(=O)(N1CCOCC1)N1CCOCC1)C1=C(N2CCOCC2)/C(=C\c2ccccc2)CC1,-2,-4,1,6,6,-7,0,1.6,2
Cc1cc(/C=C2\C(=O)NN(c3ccccc3)C2=O)c(C)n1-c1ccccc1O,-9,2,2,1,4,-3,1,3.2,6
COc1ccc(-c2nn(C)c(=O)c3ccccc23)cc1NC(=O)Cn1nc(C)c2ccccc2c1=O,-1,-4,11,-15,-1,3,4,-0.5,-1
N#CCCn1ccc(NC(=O)c2ccc(Cl)cc2)n1,-2,-6,-2,13,0,1,0,0.2,2
CCC(=O)Nc1ccc(Cl)c(NC(=S)NC(=O)c2cc3ccccc3o2)c1,-1,-4,0,4,1,8,1,0.3,2
NC(=O)c1ccc(NC(=O)CSC(=O)c2ccccc2)cc1,3,-6,-2,3,5,-8,1,0.5,15
O=S(=O)(NCc1ccccc1)c1ccc(S(=O)(=O)N(Cc2ccccn2)C2CCCC2)cc1,-1,-10,-5,7,-1,5,12,-1.1,4
COc1ccc(S(=O)(=O)N2CCCC2)c2ccccc12,-1,4,2,1,0,5,0,-2.0,-4
O=[N+]([O-])c1cc(Br)cc(/C=N/n2cnnc2)c1O,4,1,4,-4,6,11,1,-0.2,6
Cc1ccc(S(=O)(=O)/N=c2\sccn2C)cc1,-7,5,5,3,0,0,1,0.4,-2
CN1CCSc2ccc(C(=O)NCc3ccccc3)cc21,-1,4,1,-9,1,10,0,-5.4,-7
CCOc1cc(/C=C2/NC(=O)N(CC(=O)Nc3cccc(C)c3)C2=O)ccc1O,-9,8,10,2,0,0,-1,-3.4,7
CCCn1cnc2c(cnn2-c2ccc(F)cc2)c1=O,4,-6,-3,-5,6,-5,3,1.5,0
COc1cc2c(cc1NC(=O)c1cccc(Br)c1)CCCC2,-4,0,-1,-9,-2,35,-1,0.0,-3
O=C1c2cccc3cccc(c23)C(=O)N1CC1CCN(S(=O)(=O)c2ccc(F)cc2)CC1,-1,-4,1,2,-1,-10,0,-0.5,8
CCOc1ccc(NC(=O)CCCn2c(=S)[nH]c3ccsc3c2=O)cc1,-4,-1,2,-13,2,-16,2,-5.1,1
C=CCN1C(=S)CC(c2ccccc2)=Nc2ccccc21,-1,1,-7,-3,nt,-4,-1,2.2,-4
Cc1cc(NC(=O)CCC(=O)N(Cc2ccco2)C2(C(=O)NC3CCCCC3)CCCC(C)C2)no1 (stereo unspecified),0,-7,-13,1,5,-14,9,-0.3,18
O=C(CSc1nc2ncc(Cl)cc2[nH]1)NCCc1ccc(F)cc1,5,-2,-9,7,3,-14,0,0.2,11
CCOC(=O)N1CCN(C(=O)c2ccc(Cl)c(S(=O)(=O)Nc3ccccc3)c2)CC1,-2,3,10,-5,4,-5,-1,0.1,1
COc1ccc(NC(=O)c2cc3c(CO)cnc(C)c3oc2=Nc2cccc(F)c2)c(OC)c1,-3,-5,0,8,3,-3,1,-2.5,3
O=C(O)c1cc2n(n1)CCN(Cc1ccccc1Cl)C2=O,-4,-16,5,-8,-6,14,2,0.5,-10
Cc1cc(OC(C)C(=O)NC2CCN(Cc3ccccc3)CC2)c2c(C)cc(=O)oc2c1 (stereo unspecified),-5,-10,-2,-7,7,-10,1,1.8,21
O=C(NC1CCCCC1)c1ccc(S(=O)(=O)N2CCCC2)cc1,0,1,3,-2,-3,-12,1,-1.6,-3
CCNC(=O)C1(C)CCCN(C(=O)/C=C/c2ccccc2)C1 (stereo unspecified),-2,-3,4,-22,nt,nt,1,nt,-5
Cc1ccc(Nc2c(-c3ccccc3O)nc3ncccn23)cc1,-4,-3,-4,-3,-2,-1,1,-1.2,10
C[C@H]1CN([C@@H](C)CO)C(=O)CCCn2cc(nn2)CO[C@@H]1CN(C)C(=O)Nc1ccc(F)cc1,2,-2,1,-4,nt,2,0,-0.3,1
Cc1cccc(C)c1NC(=O)C1(C)CSCC(=O)N1CCOc1ccccc1 (stereo unspecified),-3,14,4,-17,nt,nt,3,nt,-21
COCCN(Cc1nnc(-c2cccs2)o1)C(=O)c1cccc(S(=O)(=O)N2CCOCC2)c1,2,1,6,-10,-1,-5,1,0.9,1
Cc1ccc(NC(=O)CNC(=O)c2ccc(C)o2)cc1,-2,-1,6,2,2,-3,1,-3.5,-1
COc1cc(/C=C(/C#N)C(=O)NCc2ccccc2)cc(OC)c1OC,13,-4,-6,0,2,-27,3,0.1,-2
Cc1cc(Cl)c2c(c1)[C@]1(C(=O)N2)[C@@H]2C(=O)N(Cc3ccccc3)C(=O)[C@@H]2[C@@H]2CCCN21,-6,-26,-8,-3,-3,-59,8,1.5,0
COC(=O)c1ccc(NC(=O)CC2C(=O)N(c3ccc(C)cc3)C(=O)N2CC(C)C)cc1 (stereo unspecified),2,-7,-10,6,1,-33,13,2.6,0
COc1ccc(S(=O)(=O)NC(C)C(=O)O)cc1 (stereo unspecified),2,4,-1,12,1,8,1,-2.3,-2
Cc1ccc(C)c(N2CCN(C(=O)c3csc4ccccc34)CC2)c1,-3,-9,-4,-2,-2,-29,-2,0.3,0
COC(=O)c1ccc(NC(=O)CSC2=NCCN2)cc1,-4,1,7,-8,4,1,2,3.4,-3
